CAL PDZ inh: human CAL PDZ-peptide interaction inhibition; Q9HD26; purified CAL PDZ, TMR-peptide fluorescence polarization, 1 h; inhibition, % at 20 µM; hit rate 0.02% among 330,000; AID 504414;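 active = highest replicate inhibition of at least 40%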;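 note: plate controls were DMSO neutral control wells for no effect and unlabeled competitor peptide control wells for full effect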
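Material: tagged CAL PDZ protein CerCALP, purified; buffer or medium: sodium phosphate/NaCl buffer pH 7.4 with TCEP, IgG, Thesit; also added: fluorescent TMR peptide probe; schedule: 1 h incubation at room temperature before polarization reading; technique: fluorescence polarization from S- and P-plane intensities, G-factor corrected; control set: unlabelled peptide and DMSO controls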
Tat transport: blocks Tat-dependent protein export in E. coli; AID 488895; hit rate 0.036% among 340,000; inhibition, % at 10 µM; E. coli MC4100 TorA-mCherry Tat export, fluorescence;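 active = mean replicate inhibition at least 50% and at least half of replicates individually reaching 50%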;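 note: exported cargo escapes ClpAP degradation while cytoplasmic cargo is degraded and loses fluorescence; 0% = median of neutral control wells and 100% = median of NaSCN control wells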
PfHsp90 yeast 2: inhibits growth of yeast expressing Plasmodium falciparum Hsp90. S. cerevisiae expressing PfHsp90, BacTiter-Glo ATP, 48 h; yeast lacking PDR1 and PDR3 efflux regulators. inhibition, % at 9.4 µM. hit rate 0.32% among 310,000. AID 504621;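 active = every replicate shows inhibition above about 80%, whatever the replicate mean, limit read from the data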;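 note: 0% = DMSO neutral controls and 100% = 20 µM radicicol positive controls; yeast relying on Plasmodium falciparum Hsp90 in place of its own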
DAGLB inhibitor: blocks human DAGLB lipase activity; HEK293T DAGLB membrane lysate, EnzChek fluorogenic substrate; hit rate 0.059% among 340,000; inhibition, % at 5.17 µM; Q8NCG7; in the data active = inhibition above about 34%;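 note: 0% = enzyme with vehicle and 100% = wells lacking enzyme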
Target sequence (Q8NCG7 whole entry, looked up): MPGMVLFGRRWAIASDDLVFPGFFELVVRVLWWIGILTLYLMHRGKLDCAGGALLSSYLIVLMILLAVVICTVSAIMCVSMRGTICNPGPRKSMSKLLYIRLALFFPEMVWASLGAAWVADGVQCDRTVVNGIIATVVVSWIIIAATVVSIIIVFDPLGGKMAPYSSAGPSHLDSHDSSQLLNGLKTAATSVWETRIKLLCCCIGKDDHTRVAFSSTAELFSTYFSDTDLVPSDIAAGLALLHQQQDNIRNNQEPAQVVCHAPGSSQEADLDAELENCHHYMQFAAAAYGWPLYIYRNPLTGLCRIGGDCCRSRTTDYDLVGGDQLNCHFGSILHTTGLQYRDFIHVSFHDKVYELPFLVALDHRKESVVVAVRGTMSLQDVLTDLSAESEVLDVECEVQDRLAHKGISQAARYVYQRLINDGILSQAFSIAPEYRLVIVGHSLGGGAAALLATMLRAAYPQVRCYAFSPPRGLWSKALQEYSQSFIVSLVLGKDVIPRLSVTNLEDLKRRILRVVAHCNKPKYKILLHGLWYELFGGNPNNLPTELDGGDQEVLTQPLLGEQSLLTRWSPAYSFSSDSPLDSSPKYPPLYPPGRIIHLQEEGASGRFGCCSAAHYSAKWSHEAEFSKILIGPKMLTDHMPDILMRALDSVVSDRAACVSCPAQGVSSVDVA
E coli growth: bacterial growth inhibition, counter-screen for AddAB inhibitors; E. coli V3065 growth, OD600 absorbance, 18 h; inhibition, % at 11.9 µM; hit rate 0.27% among 330,000;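 active = inhibition above the campaign's mean inhibition across all tested compounds plus 3 SD, cut at about 9.9% in these data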;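 note: uninfected addAB+ strain grown without phage in ampicillin broth; 0% = DMSO wells and 100% = ciprofloxacin 0.95 µg/ml wells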
phage Ecoli inh: E. coli growth loss with phage present; growth absorbance; inhibition, % at 11.9 µM; hit rate 0.26% among 360,000; AID 651602; in the data active = inhibition above about 11%
PvdQ inh: P. aeruginosa PvdQ acylase inhibition; inhibition, % at 10 µM; AID 488965; purified PvdQ acylase, fluorescence plate reader; hit rate 0.063% among 340,000; in the data active = inhibition above about 30%, passing the limit was not always enough;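 note: 0% = vehicle neutral wells and 100% = reference inhibitor wells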
Wnt bcat act: activators of Wnt/beta-catenin signaling; Wnt/beta-catenin reporter cell assay, activator, plate reader; activation, % at 9.35 µM; hit rate 1.2% among 300,000; in the data active = activation above about 30%, passing the limit was not always enough;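 note: 0% = neutral control wells and 100% = positive control wells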
AddAB inh: less growth of phage-infected E. coli with AddAB; E. coli expressing H. pylori AddAB, absorbance growth; inhibition, % at 11.9 µM; hit rate 0.29% among 330,000; in the data active = inhibition above about 12%;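 note: 0% = vehicle wells of infected cells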
Rtt109 HAT inh: inhibitors of Candida albicans Rtt109/Vps75 histone acetyltransferase | inhibition, % at 34.9 µM | purified Rtt109/Vps75, ThioGlo CoA-SH fluorescence, 4 h | hit rate 0.16% among 330,000 | Q5AAJ8;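 active = inhibition of at least 50% in every replicate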
Target sequence (Q5AAJ8 whole entry, looked up): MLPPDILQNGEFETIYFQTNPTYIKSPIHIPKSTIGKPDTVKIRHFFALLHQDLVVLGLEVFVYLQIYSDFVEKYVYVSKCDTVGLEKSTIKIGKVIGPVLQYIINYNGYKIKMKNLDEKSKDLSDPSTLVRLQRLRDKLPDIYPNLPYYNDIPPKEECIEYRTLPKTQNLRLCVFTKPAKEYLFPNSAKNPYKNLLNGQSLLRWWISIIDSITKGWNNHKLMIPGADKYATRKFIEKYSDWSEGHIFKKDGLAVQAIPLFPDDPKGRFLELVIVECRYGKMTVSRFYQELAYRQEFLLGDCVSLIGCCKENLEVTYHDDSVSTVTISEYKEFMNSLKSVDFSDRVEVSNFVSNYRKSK
Numbers without * were called inactive; x = not tested or not shown; & = joins results of further samples. This is a random part of the collection; about 1.9% have a hit in one of these screens.

SMILES | CAL PDZ inh | Tat transport | PfHsp90 yeast 2 | DAGLB inhibitor | E coli growth | phage Ecoli inh | PvdQ inh | Wnt bcat act | AddAB inh | Rtt109 HAT inh
COc1cccc(NC(=O)CN2CCN(CC(=O)Nc3ccc(F)cc3)CC2)c1 | x | 6 | -16 | 0 | 1.2 | 0.1 | -13 | 1 | 2.7 | -4
COc1ccccc1CC(=O)O/N=C(\N)c1ccccn1 | 0.0 | -2 | -13 | 1 | 0.5 | 4.0 | -13 | -2 | 2.8 | -5
CC(C)(C)NC(=O)C1CC(=O)OC1(C)C (stereo unspecified) | -0.2 | -10 | 8 | 2 | 0.8 | 1.8 | -8 | x | 2.4 | -10
CC(C)=CCN1CCN(CCC2=C(C)CCCC2(C)C)CC1CCO (stereo unspecified) | -0.1 | -1 | 3 | -4 | -2.2 | 2.8 | 6 | -8 | 2.1 | 17
CCc1ccc(Nc2ccc(C(=O)O)cc2[N+](=O)[O-])cc1 | -1.6 | 1 | -60 | 14 | 1.1 | 0.0 | -11 | 4 | -0.7 | x
COc1ccc(-c2cc(C(F)(F)F)nc(N3CCOCC3)n2)cc1 | 0.2 | 2 | 14 | -9 | -2.6 | 3.9 | -9 | x | -0.4 | -11
CCN(CC)S(=O)(=O)c1cccc(C(=O)N[C@H](C(=O)Nc2nc3ccc(F)cc3s2)C(C)C)c1 | -0.5 | -5 | -28 | 0 | 2.2 | 5.0 | -15 | -1 | 1.6 | -3
COc1ccc(NC(=O)C2CCN(S(C)(=O)=O)CC2)c(OC)c1 | -0.4 | -8 | -3 | 2 | -0.6 | 1.2 | -10 | -2 | 3.2 | 0
Cc1ccc(S(=O)(=O)N2CC(O)CC2C(=O)OCC(=O)c2ccccc2Cl)cc1C (stereo unspecified) | -0.1 | 0 | -12 | 0 | -1.7 | 4.4 | -12 | 3 | 0.3 | 1
Cc1cc(-c2nnnn2-c2ccc(F)cc2)no1 | -1.5 | -2 | -12 | 0 | -2.6 | -1.5 | -9 | 3 | -2.8 | -10
O=C(c1cc(-c2cccc(Cl)c2)on1)N1CCc2ccccc2C1 | 0.2 | -10 | -20 | -1 | 1.1 | 2.5 | 7 | 2 | 0.2 | -2
CN(CCCNC(=O)CN1C(=O)CC(C)(C)S(=O)(=O)c2ccccc21)C1CCCCC1 | -0.3 | 9 | x | 3 | 0.4 | 1.4 | -13 | -1 | -1.0 | -5
O=S(=O)(c1ccccc1)N1CCC2(CC1)CO2 | -0.7 | 1 | 25 | 2 | 1.3 | 3.6 | -7 | -2 | 2.5 | 0
CC(CCc1ccccc1)NC(=O)c1ccc(Cl)nc1 (stereo unspecified) | -0.5 | -7 | 19 | -1 | -1.2 | 4.0 | -9 | 0 | 2.4 | 0
COC(=O)c1sccc1NC(=O)c1cc(-c2ccc(C)cc2)nc2ccccc12 | -1.3 | 4 | -62 | 5 | 1.5 | 0.3 | -12 | x | 4.0 | 2
COCCNC(=S)N(CCc1c(C)[nH]c2ccc(C)cc12)Cc1ccco1 | -0.6 | 4 | -36 | 2 | 2.7 | 2.9 | -4 | 0 | 2.3 | -6
COc1cc(C2=NOC(C(=O)NCc3ccc(F)cc3)C2)cc(OC)c1OC (stereo unspecified) | -2.0 | 6 | 12 | -1 | -1.2 | 3.5 | 10 | x | 0.1 | -7
O=C(CSc1nnc(Nc2ccccc2)s1)Nc1cccnc1Cl | -1.0 | 7 | -2 | 1 | 1.6 | 2.4 | 7 | 0 | 1.9 | 0
S=C(NCc1ccco1)Nc1ccc(Cl)cc1Cl | -0.1 | 11 | 2 | -4 | 0.5 | 2.3 | -4 | x | -1.4 | 4
CCOC(=O)N1CCc2c(sc(NC(=O)C3=COCCO3)c2C(N)=O)C1 | -0.3 | -1 | -15 | 1 | -1.9 | 3.6 | -5 | 4 | 0.9 | 2
CC(C)(C)N(Cc1ccc2c(c1)OCO2)C(=O)/C=C\S(=O)c1ccccc1 (stereo unspecified) | -0.2 | -6 | -9 | 1 | x | 1.2 | -3 | -6 | x | 9
O=c1cc(-c2ccccc2)nc2nc(-c3ccccc3)[nH]n12 | -0.1 | 0 | 23 | 4 | -0.6 | 0.4 | -19 | x | 2.3 | -1
O=C(COc1coc(CN2CCN(c3ccccc3F)CC2)cc1=O)NCC1CCCO1 (stereo unspecified) | 1.1 | -3 | -4 | 2 | -0.4 | 6.5 | -6 | 0 | 1.0 | -3
O=[N+]([O-])c1ccc(Cl)c(/C=N/NC(=S)Nc2ccccc2)c1 | 2.0 | -8 | -9 | 0 | 0.9 | 0.8 | 19 | x | 0.9 | -8
Cc1nc2ccc(NC(=O)c3sccc3C)cc2s1 | -1.1 | -8 | -26 | -1 | -1.8 | 3.2 | -13 | 12 | 1.2 | 7
CCOC(=O)CN1C(=O)NC(C)(c2ccc(OC(F)F)cc2)C1=O (stereo unspecified) | -0.4 | 3 | -16 | -4 | 0.0 | 2.5 | -13 | x | -2.0 | 7
CN(CC1COc2ccccc2O1)C(=O)c1ccc(Cl)c(S(=O)(=O)N2CCCCCC2)c1 (stereo unspecified) | -1.1 | 3 | 8 | 9 | -0.5 | 1.6 | 2 | 18 | -1.3 | -3
N#Cc1cccc(Cn2nnc(-c3ccccc3)n2)c1 | x | 8 | -15 | -3 | -0.6 | 0.6 | -11 | 0 | 0.5 | 1
COc1cccc(NC(=O)C2CCCN(S(=O)(=O)c3ccc(-n4cnnn4)cc3)C2)c1 (stereo unspecified) | -2.3 | 0 | 7 | -4 | -2.7 | 1.9 | -13 | x | 1.0 | 0
CCCCn1c(=O)cc(N2CCOCC2)[nH]c1=O | 0.1 | 1 | 28 | -1 | 2.6 | 4.0 | -12 | 5 | -2.4 | 7
Cc1cccc(OCCCC(=O)Nc2ccc(Br)cc2)c1 | -2.9 | 6 | -1 | -17 | -2.6 | 2.6 | -9 | 2 | 0.1 | 3
CCC1(CC)Cc2ccccc2C(CC(=O)N2CCOCC2)=N1 | 0.2 | 6 | 4 | 1 | -0.2 | 0.0 | 11 | x | 1.4 | 21
CC(=O)c1ccc(NC(=O)c2cc(C)no2)cc1 | 0.5 | -9 | 0 | -1 | -0.8 | 0.2 | -26 | 7 | 1.3 | x
CCOC(=O)Cc1csc(NC(=O)CN2CCN(CC)CC2)n1 | 0.4 | 4 | -3 | -3 | x | 0.6 | 18 | 21 | x | x
CC(=O)Nc1ccc(NC(=O)C(C)OC(=O)c2ccc(S(=O)(=O)N3CCCCCC3)cc2)cc1 (stereo unspecified) | -0.4 | -1 | -7 | 9 | -1.9 | 1.0 | 9 | -8 | -3.4 | -3
Cc1cc(NS(=O)(=O)c2ccc(N3C(=O)C4C5C=CC(C5)C4C3=O)cc2)nc(C)n1 (stereo unspecified) | 0.2 | -21 | -31 | 1 | -1.5 | 2.7 | -7 | -2 | -0.6 | 4
CC1(C)Cc2ccccc2C(N/N=C/c2cccc(F)c2)=N1 | 0.1 | 2 | x | -1 | 1.9 | 4.4 | -12 | x | 2.6 | -2
CCOc1cc(Cl)c(S(=O)(=O)NCc2ccccn2)cc1Cl | -0.2 | -14 | 6 | -1 | -2.1 | -1.2 | -3 | x | -0.6 | 3
O=C(CNC(=O)c1ccccc1)NCc1nc2ccccc2[nH]1 | 1.3 | -9 | -3 | 1 | 2.5 | 2.3 | -5 | 1 | 1.3 | 1
O=C(COC(=O)CNC(=O)c1ccccc1F)Nc1ccc2[nH]c(=O)[nH]c2c1 | -0.2 | -4 | -12 | 0 | -1.0 | 3.8 | 8 | 0 | 0.5 | 4
Clc1ccc(CSc2nnc(/C=C/c3ccccc3)o2)c(Cl)c1 | -3.5 | -3 | x | 0 | 1.6 | 2.0 | -9 | x | 3.2 | -10
CCC(CO)n1c(SCc2cc(=O)oc3cc(C)ccc23)nc2ccccc2c1=O (stereo unspecified) | -4.1 | 4 | x | -3 | 1.0 | 4.2 | 6 | 13 | 0.8 | 0
Cc1ccccc1OCC(=O)NNC(=O)c1ccoc1C | -0.1 | -1 | -29 | -1 | -0.9 | -0.7 | -11 | 1 | -0.9 | 1
COc1ccc(OC)c(NC(=O)COC(=O)Cc2ccc(Br)cc2)c1 | -1.4 | 4 | 21 | -5 | -1.4 | 2.6 | -15 | 0 | -0.6 | 6
O=C(CNC(=O)c1ccco1)NCC(=O)OCc1c(F)cccc1Cl | -2.1 | -4 | 10 | 0 | -0.7 | 1.4 | 0 | 2 | -0.8 | -9
CC(CC(=O)N(C)c1c(N)n(Cc2ccccc2)c(=O)[nH]c1=O)c1ccccc1 (stereo unspecified) | 0.2 | -2 | x | 2 | 0.5 | -2.4 | -12 | -1 | 0.3 | -5
Cc1cccc(Nc2nc3c(s2)CCCC3)c1 | 0.4 | 10 | 0 | 0 | 1.2 | 1.5 | 6 | 65* | 4.3 | -6
Oc1c(C=C2N=c3ccccc3=N2)sc(=S)n1C1CCCCC1 | -1.6&-1.0 | -5&8 | 23&2 | 2&-3 | -1.6&-0.5 | -0.3&-1.4 | -13&-5 | 3&1 | 3.7&3.0 | 7&-5
O=C(CSc1nnc(-c2ccccc2F)n1C1CC1)Nc1ccc2[nH]c(=O)[nH]c2c1 | 0.7 | 1 | 3 | 0 | 1.3 | 2.6 | 3 | 2 | -0.7 | 6
Clc1ccc(CN2CCCCCCC2)cc1 | -0.2 | -8 | 4 | 0 | -1.1 | 3.1 | -11 | -3 | 2.2 | 3
COC(=O)c1cc2oc3ccccc3c2n1Cc1ccccn1 | -2.2 | 0 | 21 | -4 | -0.1 | 2.3 | -9 | x | 1.8 | 4
CCn1c(COc2ccccc2C)nc2ccccc21 | -1.2 | 4 | -5 | -3 | 0.4 | 3.6 | -14 | x | 3.8 | -2
COc1ccc(N2CC(C(=O)Nc3ccc(S(=O)(=O)Nc4nccs4)cc3)CC2=O)c(OC)c1 (stereo unspecified) | 0.7 | -3 | -8 | 1 | -1.6 | 0.5 | -4 | 1 | 0.0 | 1
O=C(CCCN=C1NS(=O)(=O)c2ccccc21)OCC(=O)c1ccc(F)cc1 | -1.6 | -3 | 2 | 0 | -1.6 | 3.0 | 2 | -1 | 5.5 | -3
COC(=O)C1(C)CCc2cc(OC)ccc2C1=O (stereo unspecified) | -0.7 | -2 | -20 | -4 | 1.3 | 1.3 | -7 | -4 | 1.1 | -2
CN(C(=O)c1ccc(NC(=O)Cc2ccc(NC(=O)C3CCCN(C(=O)C4CC4)C3)cc2)cc1)C1CC1 (stereo unspecified) | -0.3 | -6 | 7 | -3 | -0.4 | 1.2 | -16 | -1 | 0.8 | 0

3 entries from above, arranged by SMILES length, rising.
SMILES | CAL PDZ inh | Tat transport | PfHsp90 yeast 2 | DAGLB inhibitor | E coli growth | phage Ecoli inh | PvdQ inh | Wnt bcat act | AddAB inh | Rtt109 HAT inh
CCn1c(COc2ccccc2C)nc2ccccc21 | -1.2 | 4 | -5 | -3 | 0.4 | 3.6 | -14 | x | 3.8 | -2
COC(=O)C1(C)CCc2cc(OC)ccc2C1=O (stereo unspecified) | -0.7 | -2 | -20 | -4 | 1.3 | 1.3 | -7 | -4 | 1.1 | -2
COC(=O)c1cc2oc3ccccc3c2n1Cc1ccccn1 | -2.2 | 0 | 21 | -4 | -0.1 | 2.3 | -9 | x | 1.8 | 4

Compound activity (PubChem BioAssay)
